High-throughput results deposited in PubChem BioAssay by several laboratories.
V-ATPase pHluor – regulators of yeast V-ATPase proton pumping, primary screen, pHLuorin cytosolic pH fluorescence; S. cerevisiae; response, % at 10 µM; actives 0.37% (n = 350,000); AID 504577, 2011; in the data active = response mostly above about 7.3%, no sharp cut-off; inactive = mostly below about 5.4%; note: actives read high; inactives centre near 0; some compounds called inactive have numbers as strong as hits; reference of the scale not given here
MITF TRPM1 HTS – activators of MITF-driven TRPM1 promoter reporter, primary screen, cell-based, SK-MEL-5, luciferase, single point; SK-MEL-5 TRPM1-promoter luciferase, 24 h; % of positive control, neutral wells = 0; activation, % at 12.5 µM; actives 0.75% (n = 300,000);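 active = mean activation of at least 80% with every replicate also reaching 80%; inconclusive = mean reaches 80% but some replicate falls short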;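 note: 0% = neutral control wells and 100% = parthenolide positive control wells; values of inactives mirror those of a sister screen read the other way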
HTR5A inv ctr – HTR5A inverse agonists in luminescence cell assay, primary screen, counter-screen for OPRM1-OPRD1 heterodimer inverse agonist project, full-deck HTS; 5-hydroxytryptamine receptor 5A (Homo sapiens), P47898; HTR5A cell line, inverse agonism; inhibition, % at 9.3 µM; actives 0.083% (n = 340,000); in the data active = inhibition mostly above about 23%, no sharp cut-off; inactive = mostly below about 18%;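 note: 0% = cells with DMSO and 100% = no-cell wells with DMSO; some compounds called inactive have numbers as strong as hits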
SR-BI DiI inh – inhibitors of SR-BI mediated HDL lipid uptake, primary screen, ldlA[mSR-BI] cells, fluorescence, single point; inhibition, % at 12.5 µM; Scavenger receptor class B member 1 (Mus musculus), Q61009; actives 0.96% (n = 320,000); ldlA[mSR-BI] CHO cells, DiI-HDL uptake fluorescence, 3 h;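 active = mean replicate inhibition of at least 70% and a set share of replicates each scoring 70 or more; inconclusive = meets just one of the two criteria; inactive = fails both criteria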;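 note: 0% = median of neutral control wells and 100% = median of positive control wells; values of inactives mirror those of a sister screen read the other way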
dFosB act – activators of delta FosB homodimer, primary screen, biochemical, fluorescence polarization, TAMRA-CDK5 oligo, single point | Protein FosB (Mus musculus), P13346 | purified delta FosB; percent of positive-control signal above neutral wells | activation, % at 25 µM | actives 0.99% (n = 340,000);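 active = mean activation above about 17%, with every replicate also reaching it, limit read from the data, passing the limit was not always enough; inconclusive = only one of the two conditions met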;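 note: fluorescence polarization rise as delta FosB binds a TAMRA Cdk5 AP-1 oligo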
HTR5A ag – HTR5A agonists in luminescence cell assay, primary screen, counter-screen for OPRM1-OPRD1 heterodimer agonist project, full-deck HTS; 5-hydroxytryptamine receptor 5A (Homo sapiens), P47898; cell-based; activation, % at 9.3 µM; actives 0.61% (n = 340,000); AID 504692, 2011; in the data active = activation mostly above about 9.5%, no sharp cut-off; inactive = mostly below about 7.6%;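 note: 0% = cells with vehicle only and 100% = reference agonist; strong numbers were not always called active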
Wnt bcat act – Wnt/beta-catenin pathway activators, primary screen, cell-based, plate reader, single point; Wnt/beta-catenin reporter cell assay, activator; activation, % at 9.35 µM; actives 1.2% (n = 300,000); AID 743398, 2014; in the data active = activation above about 30%, passing the limit was not always enough; inconclusive = no clear call, values can overlap the other calls;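 note: 0% = neutral control wells and 100% = positive control wells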
PvdQ acylase – P. aeruginosa PvdQ acylase inhibitors, primary screen, biochemical, fluorescence, plate reader and imaging, single point; PvdQ acylase [Pseudomonas aeruginosa LESB58]; purified PvdQ acylase; inhibition, % at 10 µM; actives 0.063% (n = 340,000); in the data active = inhibition above about 30%, passing the limit was not always enough; inconclusive = no clear call, values can overlap the other calls;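 note: 0% = vehicle neutral wells and 100% = reference inhibitor wells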
NSD2 inh – NSD2 histone methyltransferase inhibitors, primary screen, biochemical, AlphaScreen, single concentration, set 2; AID 743445, 2014; actives 0.54% (n = 310,000); inhibition, % at 12.5 µM; NSD2 peptide methylation, 120 min; in the data active = inhibition above about 50%
Target sequence (O96028 whole entry, looked up): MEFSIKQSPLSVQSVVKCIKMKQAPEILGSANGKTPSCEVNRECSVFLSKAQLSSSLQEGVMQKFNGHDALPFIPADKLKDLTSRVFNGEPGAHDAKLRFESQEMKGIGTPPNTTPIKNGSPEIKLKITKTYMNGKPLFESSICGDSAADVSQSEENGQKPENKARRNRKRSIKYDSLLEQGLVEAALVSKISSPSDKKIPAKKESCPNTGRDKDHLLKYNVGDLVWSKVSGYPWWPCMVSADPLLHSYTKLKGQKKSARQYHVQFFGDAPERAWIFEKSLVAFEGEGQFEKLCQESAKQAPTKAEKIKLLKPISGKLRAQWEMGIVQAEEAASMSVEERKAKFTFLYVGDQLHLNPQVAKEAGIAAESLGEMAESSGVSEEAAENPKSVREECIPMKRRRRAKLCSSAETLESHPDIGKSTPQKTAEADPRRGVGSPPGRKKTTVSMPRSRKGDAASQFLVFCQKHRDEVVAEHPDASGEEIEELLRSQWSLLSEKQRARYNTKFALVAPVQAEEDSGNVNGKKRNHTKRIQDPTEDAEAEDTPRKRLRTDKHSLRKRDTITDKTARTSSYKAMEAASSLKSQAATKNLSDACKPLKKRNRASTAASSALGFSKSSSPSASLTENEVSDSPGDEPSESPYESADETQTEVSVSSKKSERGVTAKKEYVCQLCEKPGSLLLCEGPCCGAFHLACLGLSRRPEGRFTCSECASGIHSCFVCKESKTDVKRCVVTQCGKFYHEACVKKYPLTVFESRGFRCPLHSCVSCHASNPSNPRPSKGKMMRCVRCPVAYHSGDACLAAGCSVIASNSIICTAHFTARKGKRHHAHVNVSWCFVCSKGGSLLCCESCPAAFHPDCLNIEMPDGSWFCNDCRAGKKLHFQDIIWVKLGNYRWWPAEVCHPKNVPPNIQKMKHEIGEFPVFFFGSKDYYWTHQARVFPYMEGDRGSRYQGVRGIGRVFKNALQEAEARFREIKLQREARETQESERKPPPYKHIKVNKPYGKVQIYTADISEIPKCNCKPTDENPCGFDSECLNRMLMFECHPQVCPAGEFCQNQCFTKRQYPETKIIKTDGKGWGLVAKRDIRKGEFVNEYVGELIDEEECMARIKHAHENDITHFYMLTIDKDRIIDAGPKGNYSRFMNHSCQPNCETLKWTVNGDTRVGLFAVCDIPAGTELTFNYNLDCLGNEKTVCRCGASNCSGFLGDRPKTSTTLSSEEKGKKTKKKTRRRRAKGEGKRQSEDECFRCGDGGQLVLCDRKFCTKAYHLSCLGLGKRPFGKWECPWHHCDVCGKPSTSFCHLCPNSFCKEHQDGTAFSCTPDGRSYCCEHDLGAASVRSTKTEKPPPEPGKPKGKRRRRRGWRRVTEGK
CDK5 inh – inhibitors of human CDK5/p35 kinase, primary screen, biochemical, single concentration | inhibition, % at 10 µM | Recombinant CDK5/p35, ADP-Glo luminescence, 60 min | Cyclin-dependent kinase 5 (Homo sapiens) + Cyclin-dependent kinase 5 activator 1 (Homo … | actives 0.01% (n = 330,000);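 active = highest replicate inhibition of at least 50% and at least 75% of replicates reaching 50%; inconclusive = only one of the two criteria met; inactive = both criteria failed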;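 note: plate controls were DMSO neutral control for no effect and GW8510 at 10 µM for full effect; many of its hits are not listed in these tables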
Starred values were filed as active, the others as inactive; ? = inconclusive; · = no result given.

SMILES	V-ATPase pHluor	MITF TRPM1 HTS	HTR5A inv ctr	SR-BI DiI inh	dFosB act	HTR5A ag	Wnt bcat act	PvdQ acylase	NSD2 inh	CDK5 inh
CCN(CC)c1ccc(NC(=O)CCN2C(=O)c3ccccc3S2(=O)=O)c(C)c1	-3	-8	11	19	1	-3	0	-1	-8	-2.0
OC(COCC1COc2ccccc2O1)CN1CCN(c2ccccc2F)CC1 (stereo not drawn)	-1	4	27	11	-3	-12	·	-15	1	0.4
COc1ccccc1N1CCN(C(=O)Oc2ccccc2)CC1	1	29	4	18	-1	-1	·	-9	9	-0.9
CCCN(CC1CC1)C(=O)Nc1ccccc1C	2	5	5	-11	10	4	-1	-9	-3	-0.8
Cc1ccc(C)c(N2C(=O)C3C4C=CC(CC4)C3C2=O)c1 (stereo not drawn)	-1	·	12	-13	-4	-3	0	-14	-3	-0.7
O=[N+]([O-])c1ccc(/C=N/Nc2nc(NCc3ccccc3)nc(N3CCOCC3)n2)cc1	-2	-4	9	29	27*	-4	-5	-11	4	-1.1
C/C(=N/N1CCN(c2ccccn2)CC1)c1cccc([N+](=O)[O-])c1	4	7	-5	-6	4	2	0	-5	13	-1.4
CCCCn1c(SCC2CCCCO2)nc2cc(S(N)(=O)=O)ccc21 (stereo not drawn)	-1	7	14	3	-9	2	40*	-7	0	0.9
O=S(=O)(NC1=NCCCCCC1)c1cccs1	-1	19	5	-43	6	3	-2	-16	-1	1.7
CC(=O)NCCc1ccc(C(=O)COC(=O)C2CCCCC2)cc1	4	3	7	-6	-11	-2	2	-15	0	0.8
Cc1nc2ccccc2cc1OCc1ccccc1	6	·	-22	1	-10	2	16	-23	-2	-4.0
COc1ccc(C2=NS(=O)(=O)N(C)C(C(=O)Nc3cc(OC)c(OC)c(OC)c3)=C2)cc1	-1	-13	10	28	-8	0	-1	-5	2	-1.9
CNC(=O)C1CC(=O)N(Cc2ccc3c(c2)OCO3)C(=Nc2ccc(F)cc2)S1 (stereo not drawn)	4	4	14	-17	-5	-6	-1	-4	0	-1.4
CS(=O)(=O)N(CC(=O)Nc1ccc(C(N)=O)cc1)C1CCCCC1	-1	·	16	-32	-1	-1	·	-4	-4	-1.6
CCNc1nc(OC)nc(Oc2ccc(=O)n(-c3ccccc3)n2)n1	3	13	-20	-14	0	3	·	1	7	-1.5
NC(=O)c1ccc(NC(=O)COC(=O)c2cc([N+](=O)[O-])ccc2N2CCOCC2)cc1	3	-6	1	53	-2	-1	-4	-10	2	-2.6
CNC(=S)Nc1ccc2[nH]c(=O)[nH]c2c1	0	5	-14	-19	-4	5	1	-7	-2	0.1
O=C(CCCc1ccccc1)NC12CC3CC(CC(C3)C1)C2	-3	102*	4	-2	-7	-6	0	9	-3	-0.2
COc1ccccc1OCc1nnc(SCC(=O)NCc2ccco2)n1-c1ccccc1	2	0	0	5	2	1	·	12	-17	-0.9
CCCCC(=O)NC(=S)NNC(=O)CC#N	-2	-16	-13	-10	-9	3	·	-11	-2	1.3
C=CCOc1ccc(/C=C2/C(=N)N3N=C(CC(=O)N4CCCC4)SC3=NC2=O)cc1OC	-1	8	15	0	-7	-4	2	-3	4	-3.8
Cc1c([N+](=O)[O-])c(C(=O)NC2CCCC2)nn1C	-2	11	-30	7	-1	3	-1	-8	-1	-1.2
Cc1cc(Nc2ccc(F)c(Cl)c2)n2ncnc2n1	1	·	9	-14	1	-3	2	-9	·	2.7
O=C(Nc1cccc(C(F)(F)F)c1)c1c(O)c2ccccc2[nH]c1=O	-3	·	8	-6	4	1	·	9	·	-1.6

Sorted by number of heavy atoms (smallest number first): three of the compounds above
SMILES	V-ATPase pHluor	MITF TRPM1 HTS	HTR5A inv ctr	SR-BI DiI inh	dFosB act	HTR5A ag	Wnt bcat act	PvdQ acylase	NSD2 inh	CDK5 inh
Cc1cc(Nc2ccc(F)c(Cl)c2)n2ncnc2n1	1	·	9	-14	1	-3	2	-9	·	2.7
CS(=O)(=O)N(CC(=O)Nc1ccc(C(N)=O)cc1)C1CCCCC1	-1	·	16	-32	-1	-1	·	-4	-4	-1.6
O=C(Nc1cccc(C(F)(F)F)c1)c1c(O)c2ccccc2[nH]c1=O	-3	·	8	-6	4	1	·	9	·	-1.6

Additional compounds.
SMILES	V-ATPase pHluor	MITF TRPM1 HTS	HTR5A inv ctr	SR-BI DiI inh	dFosB act	HTR5A ag	Wnt bcat act	PvdQ acylase	NSD2 inh	CDK5 inh
CCOC(=O)c1c(C)[nH]c(=S)c(C#N)c1-c1ccc(OC)cc1	1	-5	6	-9	-1	-3	-5	-17	-2	3.2
Cc1ccc(F)cc1NC(=O)N1CCN(C2c3ccccc3-c3ccccc32)CC1	2	-9	4	46	-9	-3	-2	-5	-1	0.1
CN(C)C(=O)c1snnc1-c1ccccc1	1	8	-5	13	-5	2	·	6	-2	0.7
Cc1nc(S(=O)(=O)c2ccc(Cl)cc2)nc2c1CCC2	-3	22	-14	-3	-4	3	·	-17	-3	2.6
COc1ccc(C(CNC(=O)c2ccc(OCc3c(C)noc3C)cc2)N2CCCC2)cc1 (stereo not drawn)	-3	16	18	32	-11	-7	-4	-12	-3	-4.7
Cc1ccnc(N2CCN(C(=O)CSc3nc4ccccc4nc3N3CCCCC3)CC2)c1	2	-4	6	6	-6	-3	·	-11	·	-2.2
COc1ccccc1CN1C(=O)CNC1=S	1	10	-18	-5	4	-4	·	-9	2	1.4
O=C(CCSc1ccc(Cl)cc1)NN=C1CCCCCC1	1	5	-18	4	-5	7	-1	5	-5	-0.9
CN(CC(=O)Nc1ccc(F)cc1[N+](=O)[O-])Cc1ccccc1	7.9*	1	-13	14	-4	-4	-1	-9	11	-0.3
CC(NCc1ccc2c(c1)OCO2)C(=O)NC1CCCCC1 (stereo not drawn)	-4	-11	7	1	-1	-3	0	-20	1	-3.3
O=C(CCNC(=O)c1ccc(Br)cc1)Nc1cc(Cl)ccc1-n1cncn1	6	-26	-1	0	-9	-1	-3	-4	2	1.1
CC(C)NC(=O)C1CCCN(S(=O)(=O)c2cccs2)C1 (stereo not drawn)	0	·	-4	-19	9	1	-3	-15	1	-1.0
CS(=O)(=O)NCCSCc1c(F)cccc1Cl	1	13	12	9	-5	-5	0	-15	-1	-0.6
COc1cc(/C=N/NC(=O)c2cccnc2)ccc1OCC(=O)Nc1ccccc1Cl	2	5	-49	3	116*	3	-1	-1	2	-0.4
Cc1cc2[nH]c3c4ccccc4nc(C)c3c2cc1C	0	·	-22	-11	-138	6	-7	-16	-2	0.6
CCOc1ccc(C2N(c3ccc(F)cc3)C(=O)C3CCCN32)cc1 (stereo not drawn)	-4	5	4	-9	5	-1	-3	-4	·	-0.3
CCOc1ccc(CCNC(=O)COC(=O)c2ccc(F)c(S(=O)(=O)N3CCOCC3)c2)cc1OCC	5	12	-2	-2	-12	1	1	-6	0	1.7
COc1cccc(CC(=O)Nc2ccccc2N2CCCC2)c1	2	4	14	16	0	-6	-1	-13	2	-1.8
CCCn1c(SCC(=O)N2c3ccccc3CC2C)n[nH]c1=O (stereo not drawn)	11	-8	9	33	-10	-1	1	-8	1	0.4
O=C(CSc1nc(-c2ccc(F)cc2)cs1)N1CCOCC1	-1	69	9	3	-4	5	·	-3	2	-0.6
O=C(CCc1ccccc1)NNC(=O)C12CC3CC(CC(C3)C1)C2	-5	18	-14	4	-4	-3	·	9	-2	3.0
CCOC(=O)c1c(C)n(C)c2ccc(OC)c(NC(=O)CCN3CCC(Cc4ccccc4)CC3)c12	-4	8	-13	22	-9	-1	-1	-9	2	-0.6
COc1ccc(C(CCN2CCOCC2)c2c(OC)cc(OC)c3ccc(=O)oc23)cc1 (stereo not drawn)	1	-5	-7	-7	-7	2	-1	-2	·	0.4
CC(=O)Nc1sc(N/N=C/c2ccc(O)cc2)nc1-c1ccc(C)cc1	0	-1	0	-3	-6	0	10	15	3	-1.7
O=C(COC(=O)c1cnc(Cl)c(Cl)c1)NCc1ccco1	1	-15	-9	-14	-6	4	-1	-8	-2	-2.4
C=CCn1c(C)cc(C(=O)CSc2nnc(NCc3ccccc3)s2)c1C	2	-3	-5	26	-5	5	·	-5	0	-10
Cc1ccc(NS(=O)(=O)c2c(C)[nH]c(=O)[nH]c2=O)c(C)c1	-3	10	-4	-13	4	1	7	-8	2	0.0
COc1ccc(NC(=O)CN2C(=O)NC3(CCCC3)C2=O)cc1S(=O)(=O)N1CCCCC1	0	2	4	-14	-9	3	-1	-9	1	-1.1
COCC(C)NS(=O)(=O)c1ccccc1 (stereo not drawn)	3	16	2	-19	1	-1	13	-13	11	0.8
COc1ccc(/C=C/C(=O)NCc2c(C)nn(C)c2C)cc1COc1ccc(Br)cc1	-1	13	-18	47	?	3	·	-15	4	1.7
Cc1ccccc1NC(=O)C1C2/C=C\CCCCC21 (stereo not drawn)	-2	12	6	18	-12	-2	·	-12	-2	-2.3
COc1ccc(CCNC(=O)c2ccc(Br)cc2)cc1	-1	5	8	-19	7	-2	0	-19	-3	-0.9
CC(C)c1ccc(/C=C2\SC(=S)N(CCC(=O)NCCCn3ccnc3)C2=O)cc1	6	23	-36	9	-2	9	13	1	2	0.9
COc1ccccc1NC(=O)Cc1nn(C)c(=O)c2ccccc12	0	-18	-2	-22	-3	-3	·	-9	1	0.6
CCOC(=O)c1c(NC(=O)c2ccco2)sc2c1CCCCC2	2	29	-13	·	2	5	·	-8	-2	-1.9
CC(C(=O)O)c1cccc(Oc2ccccc2)c1 (stereo not drawn)	-2	3	-4	-6	-3	1	3	-7	·	0.0
N#CC1(NC(=O)COC(=O)CCCN=C2NS(=O)(=O)c3ccccc32)CCCCC1	-3	-9	9	-27	0	-2	-1	-1	-2	-0.6
NC(=Nc1ccccc1)NC(=O)c1nc(Cl)c(N)nc1N	0	67	-5	3	15	1	28	-13	·	0.3
C=CCN(c1ccccc1)S(=O)(=O)c1ccc(Cl)c(C(=O)OCC(=O)N(C)C2CCS(=O)(=O)C2)c1 (stereo not drawn)	3	3	-4	-3	-12	2	-1	6	-11	-2.8
O=S(=O)(NCC(c1cccnc1)N1CCN(c2ccccc2F)CC1)c1cccs1 (stereo not drawn)	-4	·	-9	-20	-13	0	-2	-7	·	1.7
O=C(NCc1ccc(Cl)cc1)c1n[nH]c([N+](=O)[O-])c1Cl	1	0	26	-21	1	4	5	-9	-1	-0.5
O=C(NNS(=O)(=O)c1ccc2ccccc2c1)c1cccnc1	1	-1	-6	31	-5	2	·	-6	-2	0.3
O=C1CC(N2CCN(c3ccccc3Cl)CC2)C(=O)N1c1ccccc1 (stereo not drawn)	1	4	-22	-5	1	6	·	-4	0	-0.8
Cc1ccc(C(=O)NCCc2ccccc2)cc1N1CCCC1=O	4	10	13	25	-1	0	·	-13	0	-1.6
